EPAC1 antag = EPAC1 (human) antagonism; O95398; EPAC1 GEF assay, Rap1b-BODIPY-GDP exchange fluorescence; Potency, µM (highest dose often 115 µM), for the others: at the top dose activity change, negative = inhibition, usual class: inhibitors; actives 0.14% (n = 360,000);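 note: potency is the fitted concentration of half-maximal effect; plate controls were vehicle for no effect and positive control for full effect; nearly all actives have a fitted effect of over 50% in size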
Target sequence (O95398 whole entry, looked up): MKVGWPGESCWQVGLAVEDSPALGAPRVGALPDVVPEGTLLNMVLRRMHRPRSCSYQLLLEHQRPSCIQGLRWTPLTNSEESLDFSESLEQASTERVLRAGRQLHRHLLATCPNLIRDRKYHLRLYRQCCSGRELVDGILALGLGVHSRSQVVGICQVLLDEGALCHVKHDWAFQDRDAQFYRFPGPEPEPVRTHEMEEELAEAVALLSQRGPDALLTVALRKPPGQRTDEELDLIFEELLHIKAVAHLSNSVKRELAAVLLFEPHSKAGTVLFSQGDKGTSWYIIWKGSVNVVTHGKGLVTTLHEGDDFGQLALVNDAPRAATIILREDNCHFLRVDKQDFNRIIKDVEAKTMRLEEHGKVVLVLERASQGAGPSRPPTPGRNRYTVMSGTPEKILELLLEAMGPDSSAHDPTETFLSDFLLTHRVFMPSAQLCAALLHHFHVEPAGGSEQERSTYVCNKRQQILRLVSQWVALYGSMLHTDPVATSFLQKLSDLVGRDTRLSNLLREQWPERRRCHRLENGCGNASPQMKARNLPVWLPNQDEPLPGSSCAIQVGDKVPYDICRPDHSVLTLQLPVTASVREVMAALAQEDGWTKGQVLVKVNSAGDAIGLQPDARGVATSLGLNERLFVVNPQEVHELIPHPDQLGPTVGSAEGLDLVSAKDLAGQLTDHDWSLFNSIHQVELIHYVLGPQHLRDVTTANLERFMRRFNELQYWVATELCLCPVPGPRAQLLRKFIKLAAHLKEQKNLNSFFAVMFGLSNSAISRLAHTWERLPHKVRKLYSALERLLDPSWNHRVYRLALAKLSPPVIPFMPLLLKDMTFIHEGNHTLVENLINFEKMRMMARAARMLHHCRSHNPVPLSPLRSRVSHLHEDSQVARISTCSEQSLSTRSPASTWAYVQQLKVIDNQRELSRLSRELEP
PI5P4Ka inh = blocks human PI5P4K alpha kinase activity; max response, %; actives 1.2% (n = 330,000); AID 652105; PI5P4Kalpha enzyme, ADP-Glo luminescence, 60 min; active compounds read low; active = max response of -50% or lower; inconclusive = between -30% and -50%; inactive = -30% or higher; note: value at the top dose of about 77 µM; % is set by controls: 0 for no effect and ±100 for the full control effect
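Controls without substrate or without enzyme flank wells where PI5P4Kalpha converts substrate using 5 microM ATP (final). Incubation lasts 60 minutes at room temperature; ADP formed is read by ADP-Glo luminescence.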
WRN helicase inh = blocks human WRN helicase | Q14191 | Potency, µM (highest dose often 114 µM), for inactives: at the highest dose activity change, negative = inhibition, actives largely listed as inhibitors | WRN helicase unwinding, fluorescent forked duplex, kinetic | AID 651768 | actives 0.46% (n = 360,000); note: potency is the fitted concentration of half-maximal effect; % is set by controls: 0 for no effect and ±100 for the full control effect; nearly all actives have a fitted effect of over 55% in size
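Screening of the MLSMR collection measured strand separation of a quenched forked DNA duplex (100 nM) by 20 nM WRN with 2 mM ATP, all final. Compounds were preincubated with enzyme 15 min at room temperature.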
aSyn rescue = alpha-synuclein toxicity inhibition in yeast. AID 652106. Yeast expressing alpha-synuclein, growth rescue, BacTiter-Glo, 24 h. actives 0.14% (n = 370,000). Potency, µM (highest dose often 46.1 µM), for the others: at the top dose growth rescue (activation), most hits filed as activators; note: potency is the fitted concentration of half-maximal effect; % of control where 0% means no effect; nearly all actives have a fitted effect of over 65% in size
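Readout is rescue of growth in alpha-synuclein-expressing yeast, so inhibitors of toxicity appear as activators. Growth after 24 hr at 30 deg C in galactose medium is quantified by luminescence.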
PLK1 PBD inh = blocks phosphopeptide binding to human PLK1 polo-box domain | AID 720504 | actives 2.8% (n = 360,000) | P53350 | Potency, µM, for inactives: max response, negative = inhibition, usual class: inhibitors | Plk1 PBD binding of FITC phosphopeptide, fluorescence polarization; note: potency is the fitted concentration of half-maximal effect; series mostly up to about 57 µM; % is set by controls: 0 for no effect and ±100 for the full control effect; nearly all actives have a fitted effect of over 65% in size
EPAC1 ag = EPAC1 (human) agonism; EPAC1 agonist qHTS, biochemical assay; response scale: 100% = response to 6.5 mM cAMP; Potency, µM (doses to about 154 µM), for inactives: top-dose activation, usual class: activators; actives 0.073% (n = 360,000); AID 720707; note: potency is the fitted concentration of half-maximal effect; nearly all actives have a fitted effect of over 60% in size
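Normalized to 6.5 mM cAMP, activity reflects EPAC1-catalysed release of BODIPY-GDP from Rap1B, followed kinetically over 30 min at 480 nm excitation, 540 nm emission. Reaction contained 100 nM EPAC1, 250 nM Rap1B-BODIPY-GDP, 50 uM GDP.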
Abeta rescue = compounds reversing amyloid beta toxicity in yeast | yeast expressing A-beta42, growth rescue, OD600, 48 h; response scale: 0% DMSO, 100% iron-clioquinol control | Potency, µM (titrated, usually from 46.1 µM), inactives show top-dose growth rescue, hits mostly activators | actives 0.063% (n = 410,000); note: potency is the fitted concentration of half-maximal effect; nearly all actives have a fitted effect of over 55% in size
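Yeast A-beta toxicity model in growth medium with pinned compounds, 48 h at 30 C; growth read as absorbance at 600 nm. Normalized to FeCl3/clioquinol equimolar mix (positive) and DMSO (negative).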
IL2 activator = activators of IL-2 | AID 652025 | activation, % (series mostly up to about 46 µM) | IL-2 activation reporter assay, cell-based qHTS; stimulated with anti-CD3/CD4/CD28 beads; in transgenic mouse T cells | actives 0.065% (n = 360,000); in the data active = activation above about 50%; inconclusive = mostly about 30% to 49%; note: 0% is about no effect
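Screening format: compound pinned onto unstimulated transgenic mouse T cells, 60 min incubation, then anti-CD3/anti-CD4/anti-CD28 bead stimulation for 18 hours at 37 degrees C, followed by EGFP and DsRed detection.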
FUS suppressor = FUS proteinopathy suppression in yeast | actives 0.24% (n = 390,000) | Potency, µM (doses to about 76.6 µM), for inactives: at the highest dose growth rescue (activation), hits mostly activators | AID 1347120 | S. cerevisiae FUS-expressing, growth rescue, OD600, 24 h;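 note: potency is the fitted concentration of half-maximal effect; plate controls were DMSO vehicle for no effect and reference control for full effect; nearly all actives have a fitted effect of over 55% in size; some results filed as inactive show a strong effect at the top dose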
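Restored growth of FUS-toxic S. cerevisiae, read as 600 nm absorbance after 24 h at 30C in galactose medium (starting OD 0.005). Controls CP55940 and DMSO.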
Starred values were filed as active, the others as inactive; ? = inconclusive; nt = not tested or not shown; & = joins results of further samples; [ ] = another dose, or the depositor's remark. Unless noted, calls come from the whole dose curve; as a rule, active = well fitted curve in the direction sought with a large enough effect; inconclusive = small, poorly fitted or top-dose-only effect, or another doubt; inactive = no such curve, though single readings can be large; an effect the other way counts as inactive or inconclusive.

SMILES | EPAC1 antag | PI5P4Ka inh | WRN helicase inh | aSyn rescue | PLK1 PBD inh | EPAC1 ag | Abeta rescue | IL2 activator | FUS suppressor
CCCCn1c(O)c(C(CC)=NCCCN(C)C)c(=O)[nH]c1=O | 10.6% | nt | -0.1% | -19.6% | -8.2% | 1.0% | -9.3% | -0.1 | -9.6%
Clc1cccc(Cl)c1Cl | 3.4% | 7.8 | -11.3% | 10.1% | -5.4% | 9.7% | -11.8% | 0.0 | -45.0%
COc1ccc(-c2cc(C(F)(F)F)n3nc(C(=O)N4CCC5(CC4)OCCO5)cc3n2)cc1OC | 0.4% | -6.5 | -21.9% | 1.1% | -8.9% | -0.7% | -3.0% | -1.8 | nt
Cc1ccc2cc3cc(C(=O)N4CCC5(CC4)OCCO5)oc3nc2c1 | -15.5% | -5.8 | 14.8%[57.1 µM] | 19.7% | -10.7% | -7.5% | -5.3% | -3.3 | -1.2%
CCOS(C)(=O)=O | 12.8% | -7.4 | 12.7% | 0.0% | -2.3% | -28.8% | -21.4% | 0.1 | -40.7%
O=C(O)c1cc[c]([Hg][Cl])cc1 | -9.3% | -57.7* | -1.8% | -95.5%&-76.6%[inhibitor] | 0.238µM* | -28.4% | -94.1%[inhibitor] | -0.9 | -41.7%
S=C(NCCc1ccccc1)N1Cc2cc(Br)ccc2-n2nncc2C1 | 3.7% | 5.5 | -3.1% | ? | -7.7% | 10.7% | ? | -0.7 | 19.6%
O=C1c2ccccc2C2(c3ccc(Cl)cc3)NCCN12 (configuration not stated) | 2.0% | -1.1 | 0.9% | ? | 1.5% | -0.6% | -1.7% | 0.2 | -0.6%
CCCCn1nnnc1C(CCSC)N1CCC2(CC1)C(=O)NCN2c1ccccc1 (configuration not stated) | 2.4% | -6.0 | 0.4% | -4.1% | -4.3% | -8.3% | -9.8% | 0.6 | 14.2%
COc1ccc(-n2c(/C=C/c3ccc(O)c(O)c3)nc3ccccc3c2=O)cc1 | ? | ? | ? | 0.3% | 42.2%[activator] | -7.1% | -15.9% | 15.3 | 12.0%
O=C1NC(=S)NC(=O)C12C(c1ccc(F)cc1)NC(=S)NC2c1ccc(F)cc1 (configuration not stated) | -9.6% | 2.5 | -25.1%[57.1 µM] | 1.3% | -24.5% | 8.1% | 9.3% | -0.1 | 8.4%
COc1ccc2c3c1OC1C(O)C=CC4C(C2)[N+](C)(C)CCC341 (configuration not stated) | -11.8% | ? | 2.5% | 7.3% | ? | -1.2% | -8.6% | 0.4 | -27.9%
CCCC[C@@H](C)C[C@@H](C)C(=O)N(C)[C@@H](CC(C)C)C(=O)N[C@H](C(=O)N(C)[C@H](C(=O)N1C[C@@H](O)C[C@H]1C(=O)N1C(=O)C=C[C@@H]1C)C(C)C)C(C)OC(C)=O (some centres not stated) | ? | 5.1 | -12.1% | -1.0% | -9.8% | nt | 3.9% | -1.0 | ?
O=c1[nH]c(O)c(C=NC2CCN(Cc3ccccc3)CC2)c(=O)[nH]1 | 4.4% | -4.4 | -2.5% | -4.3% | -0.6% | 6.1% | 6.5% | -0.8 | 6.1%
O=C(NN=Cc1ccc(N(CCCl)CCCl)cc1)c1cccc([N+](=O)[O-])c1 | -28.1% | 0.9 | -18.2% | 0.0% | -3.3% | -5.6% | 8.0% | -0.2 | nt
CC1CN=C(Nc2ccccc2)S1 (configuration not stated) | -3.6% | nt | -0.3% | -1.1% | -0.4% | -2.5% | 5.2% | -1.2 | -15.7%
CCOP(=S)(OCC)SCOC(=O)NCC(=O)OC | -9.5% | -0.3 | -4.2% | -5.6% | -13.7% | 0.1% | 9.3% | -2.0 | -14.6%
COC(=O)C1=C(c2c(C)noc2C)C[C@@H]2CC[C@H]1N2C(=O)N1CCC(O)(c2ccc(Cl)cc2)CC1 | 3.4% | 1.6 | 0.1% | 0.6% | 3.3% | -10.3% | 0.2% | -0.5 | ?
CN(C)CCN(C(=O)c1cc(Cl)sc1Cl)c1nc2ccc(F)cc2s1 | 32.4%[activator] | 0.7 | -32.2%[57.1 µM] | -3.4% | 3.8% | -4.7% | 11.7% | 2.3 | 20.0%
COc1ccc(C(c2nnnn2Cc2ccccc2)N2CCC3(CC2)C(=O)NCN3c2ccccc2)cc1 (configuration not stated) | -4.7% | -18.1 | -5.6% | -1.5% | -6.8% | -4.8% | -9.4% | 0.9 | ?
COC(=O)C1=C(c2cc3ccccc3s2)C[C@@H]2CC[C@H]1N2C(=O)NCC1CC1 | -12.6% | 0.6 | -1.1% | 5.9% | -5.6% | -19.5% | 7.6% | -0.6 | 11.0%
Cc1cccc(NC(=O)COC(=O)c2cc(C)n(C3CC3)c2C)c1 | -20.1% | -1.6 | 3.0% | 16.7% | -8.1% | -2.1% | -12.0% | -0.1 | 39.8%
COc1cccc(C(=O)C2CCCN(Cc3ccccn3)C2)c1 (configuration not stated) | 4.1% | 1.0 | -3.7% | 1.0% | -4.3% | 8.9% | 19.0% | 2.1 | -10.9%
Cc1ccc(S(=O)(=O)N(C)N=O)cc1 | -28.0% | 4.0 | 4.1% | -8.8% | -21.4% | -13.2% | -15.4% | -0.2 | -23.7%
Fc1ccccc1N1CCN(Cc2ccc3c(c2)OCO3)CC1 | 5.3% | -0.5 | 1.1% | -0.2% | -5.4% | 7.5% | 18.6% | 0.6 | 15.5%

The last four entries of the part above open the next one:
SMILES | EPAC1 antag | PI5P4Ka inh | WRN helicase inh | aSyn rescue | PLK1 PBD inh | EPAC1 ag | Abeta rescue | IL2 activator | FUS suppressor
Cc1cccc(NC(=O)COC(=O)c2cc(C)n(C3CC3)c2C)c1 | -20.1% | -1.6 | 3.0% | 16.7% | -8.1% | -2.1% | -12.0% | -0.1 | 39.8%
COc1cccc(C(=O)C2CCCN(Cc3ccccn3)C2)c1 (configuration not stated) | 4.1% | 1.0 | -3.7% | 1.0% | -4.3% | 8.9% | 19.0% | 2.1 | -10.9%
Cc1ccc(S(=O)(=O)N(C)N=O)cc1 | -28.0% | 4.0 | 4.1% | -8.8% | -21.4% | -13.2% | -15.4% | -0.2 | -23.7%
Fc1ccccc1N1CCN(Cc2ccc3c(c2)OCO3)CC1 | 5.3% | -0.5 | 1.1% | -0.2% | -5.4% | 7.5% | 18.6% | 0.6 | 15.5%
CC(=O)[C@H]1CC[C@H]2[C@@H]3CC[C@H]4C[C@H](O)CC[C@]4(C)[C@H]3C(=O)C[C@]12C | -6.3% | -5.4 | 3.1% | ? | -13.1% | -3.1% | -37.4%[inhibitor] | -0.3 | -24.6%
CC(C)OC(=O)Cc1ccccc1 | -29.1% | -6.3 | -3.2%[11.6 µM] | 4.7% | -6.7% | 2.1% | -12.3% | -0.4 | -19.3%
Nc1ccccc1C(=O)OCC(=O)Nc1ccc(Br)cc1F | 9.0% | nt | 5.4% | -0.4% | 4.0% | -8.0% | 7.6% | -1.9 | 11.2%
COC(=O)C1=C(c2cc3ccccc3o2)C[C@@H]2CC[C@H]1N2C(=O)N1CCOCC1 | -16.9% | -1.9 | -3.5% | 23.4% | 1.5% | -21.1% | 1.6% | 0.4 | 23.9%
CSc1ccccc1NP1(=O)OCC(C)([N+](=O)[O-])CO1 (configuration not stated) | 6.4% | -8.1 | 10.5% | 0.5% | -10.9% | 1.1% | 0.0% | -3.9 | nt
CCC(CC)NCc1c[nH]c2ccccc12 | 2.9% | -9.4 | 3.8% | 11.5% | ? | -3.3% | -10.9% | -3.2 | 2.3%
CCN(CC(=O)Nc1ccc(C#N)c(Cl)c1)CC(=O)NC1CCS(=O)(=O)C1 (configuration not stated) | 2.4% | 8.1 | 3.9% | 1.2% | -2.0% | -5.3% | 2.4% | -4.2 | -3.1%
Cn1c(O)c(C(=Nc2ccc(F)cc2)c2ccccc2)c(=O)n(C)c1=O | 3.5% | -15.7 | -7.8% | -3.4% | -2.7% | -2.4% | -61.3%[inhibitor] | -4.8 | 21.3%
COc1cccc2cc(-c3cc(=O)oc4ccc(OC(=O)N(C)C)cc34)oc12 | -2.0% | -0.9 | -5.4% | 3.9% | -18.9% | 7.3% | 10.3% | -2.4 | -1.5%
COC(=O)C1=CO[C@@H](C)[C@H]2CN3CC[C@]4(C(=O)Nc5ccccc54)[C@@H]3C[C@H]12 | -6.7% | -1.6 | 5.6% | -9.7% | -1.3% | -6.1% | 7.5% | -0.4 | -15.0%
CC1(C)CC(=O)C2=C(C1)NC(=O)C21C(C(=O)OC(C)(C)C)=C(N)Oc2ccc(Br)cc21 (configuration not stated) | 6.0% | nt | 8.8% | -5.2% | -1.8% | 3.8% | 9.9% | 0.0 | 9.9%
O=C(c1cccc(Cl)c1)C1CCCN(Cc2ccon2)C1 (configuration not stated) | 6.9% | 1.3 | -0.6% | -2.5% | -10.7% | -9.1% | -1.5% | -2.3 | 5.3%
COc1ccc(CC(C)Nc2cccc(F)c2)cc1 (configuration not stated) | -12.2% | 13.3 | 3.3% | -14.9% | -4.6% | 14.7% | -6.8% | 1.1 | -19.2%
CC(=O)N(C1=NCCCS1)c1ccc(F)cc1 | 11.5% | nt | 10.6% | -14.0% | -7.1% | -1.0% | -7.3% | -0.3 | 15.1%
CC[C@H](OC(C)=O)C(C[C@H](C)N(C)C)(c1ccccc1)c1ccccc1 | 1.5% | 6.5 | 3.3% | 0.7% | -8.8% | -15.5% | -9.8% | -0.6 | -17.8%
CCCc1[nH]nc2c1C1(C(=O)N(Cc3ccccc3)c3ccccc31)C(C(=O)OC)=C(N)O2 (configuration not stated) | -3.9% | -0.1 | -3.2% | 1.8% | 1.0% | 10.5% | 6.7% | -1.3 | 30.6%
Oc1ccc(Cl)cc1Cc1cc(Cl)ccc1O | -13.2% | 28.5 | -15.7% | -54.2%[inhibitor] | -10.0% | 3.8% | ? | 2.7 | -34.5%

This is a subset, so the mix of outcomes need not match the whole.
